# Screens (PubChem)
# M. tuberculosis GlmU: inhibition of mycobacterial GlmU enzyme – biochemical, glucosamine-1-phosphate acetyltransferase (AID 1376); M. tuberculosis GlmU acetyltransferase enzyme assay; higher % means a stronger effect; inhibition, %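 (tested at 30 µM in the primary screen)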, or IC50 in µM where a hit was titrated; 0.25% of 220,000 active; in the data active = inhibition above about 13%;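 note: 0% = complete reaction with vehicle and 100% = reaction without substrate; strong numbers were not always called active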
# Mtb RmlCD inh: M. tuberculosis RmlC/RmlD inhibition | 0.03% of 160,000 active | RmlC+RmlD coupled enzyme assay, percent inhibition; primary screen in compound mixtures | inhibition, % at 3.6 µM; in the data active = inhibition mostly above about 34%, no sharp cut-off; note: some results filed as inactive read as strong as hits
# Target sequence (P9WH09 whole entry, looked up): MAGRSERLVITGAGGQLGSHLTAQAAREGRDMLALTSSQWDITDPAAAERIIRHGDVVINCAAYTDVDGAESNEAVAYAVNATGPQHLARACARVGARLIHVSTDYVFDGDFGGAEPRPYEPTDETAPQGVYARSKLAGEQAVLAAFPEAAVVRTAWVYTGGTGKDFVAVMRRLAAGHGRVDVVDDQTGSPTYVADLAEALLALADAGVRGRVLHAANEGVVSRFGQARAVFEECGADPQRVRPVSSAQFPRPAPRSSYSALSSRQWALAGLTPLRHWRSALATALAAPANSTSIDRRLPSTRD
# Target sequence (P9WH11 whole entry, looked up): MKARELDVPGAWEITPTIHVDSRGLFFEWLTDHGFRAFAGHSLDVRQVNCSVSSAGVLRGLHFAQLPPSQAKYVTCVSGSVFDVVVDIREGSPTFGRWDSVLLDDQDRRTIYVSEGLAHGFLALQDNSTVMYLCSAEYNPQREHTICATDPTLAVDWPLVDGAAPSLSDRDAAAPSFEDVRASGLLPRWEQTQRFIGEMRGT
# An asterisk follows results filed as active; x = not tested or not shown. Not all compounds are listed, so the mix of outcomes need not match the whole.
SMILES	M. tuberculosis GlmU	Mtb RmlCD inh
CC12CC(NC(=O)N1c1cccc(C(=O)N3CCN(c4ccccn4)CC3)c1)c1ccccc1O2 (stereo unspecified)	-1.0%	6
COc1ccccc1NC(=O)c1nc[nH]c1C(=O)Nc1ccccc1OC	1.2%	-7
COCCNC(=O)c1onc(CSc2ccc(F)c(F)c2)c1C(=O)O	-2.4%	11
O=C(O)c1ccc(Sc2nnc3ccccn23)c([N+](=O)[O-])c1	7.8%	2
CC(Sc1nc2cc(Cl)ccc2s1)C(=O)Nc1ccc2c(c1)OCO2 (stereo unspecified)	0.1%	-8
O=C(c1ccccc1Nc1ccc(SC(F)F)cc1)N1CCCCCC1	1.4%	-1
CC(C)C(=O)NC(Nc1cccc2cccnc12)C(Cl)(Cl)Cl (stereo unspecified)	-1.4%	-6
CC(C)(C)NC(=O)[C@@H]1CN(Cc2cccnc2)CCN1C[C@@H](O)C[C@@H](Cc1ccccc1)C(=O)N[C@H]1c2ccccc2C[C@H]1O	4.9%	x
O=C(N=Nc1ccc(NOC(=O)c2ccccc2Br)cc1)c1ccccc1O	7.4%	1
O=C(O)C1[C@H]2C(=O)N(C3CCCC3)C[C@]23C=C[C@H]1O3 (stereo partly specified)	-3.2%	-3
COc1ccc(Nc2nc(NC(C)(C)C)nc(N3CCCC3)n2)c(OC)c1	3.3%	-1
O=C1CC(c2ccccc2)=Nc2ccc(Br)cc2N1	-1.3%	1
O=c1c2cc3c(=O)n(CC4CCCO4)c(=O)c3cc2c(=O)n1CC1CCCO1 (stereo unspecified)	-4.1%	0
Cc1ccc(S(=O)(=O)N2CCN(c3c([N+](=O)[O-])cc(C(F)(F)F)cc3[N+](=O)[O-])CC2)cc1	2.0%	26
Cc1noc(C)c1COC(=O)c1ccc(N(C)C)cc1	-8.0%	5
O=C(CSCc1ccc(F)cc1)N1CCOCC1	1.1%	107
CC(=O)Nc1ccc(Oc2nc(C)cc(C)n2)cc1	-1.5%	x
Cc1[nH]c2ccccc2c(=O)c1C(=O)/C=C/c1ccccc1	-1.1%	9
CC(=O)Nc1ccc(C2=NN(c3ccccc3)C(c3cccs3)C2)cc1 (stereo unspecified)	0.7%	9
O=S(=O)(c1ccccc1)c1cnc(-c2ccccc2)nc1N1CCCCC1	-5.2%	2
O=C(CSc1nc2ccccc2c(=O)[nH]1)Nc1ccc(S(=O)(=O)N2CCCC2)cc1	-5.5%	-7
CSc1ncccc1C(=O)OCC(=O)c1ccc2c(c1)NC(=O)CO2	1.2%	-2
Cc1ccc2c(c1)C1CN(C)CCC1N2C(=O)c1cn(-c2ccccc2)nc1-c1ccccc1 (stereo unspecified)	5.3%	7
Cc1nnc2ccc(N3CCC4(CC3)OCCO4)nn12	1.1%	6

# Exported with values under each structure: three of the compounds above
# Each structure is followed by: M. tuberculosis GlmU	Mtb RmlCD inh
O=S(=O)(c1ccccc1)c1cnc(-c2ccccc2)nc1N1CCCCC1
  -5.2%	2
O=C(CSc1nc2ccccc2c(=O)[nH]1)Nc1ccc(S(=O)(=O)N2CCCC2)cc1
  -5.5%	-7
CSc1ncccc1C(=O)OCC(=O)c1ccc2c(c1)NC(=O)CO2
  1.2%	-2

# (more compounds)
SMILES	M. tuberculosis GlmU	Mtb RmlCD inh
O=C(Cc1c(O)c2ccccc2[nH]c1=O)NCc1ccccc1F	-1.2%	63
CCCCCC(=O)N/N=C(\C)c1ccccn1	-2.1%	14
Cc1cc(NC(=O)c2c(Cl)c(C)nn2C)no1	x	6
COC(=O)c1ccc(NC(=S)NN2CCOCC2)cc1	-4.4%	6
O=c1oc2ccccc2cc1-c1nnc(NCc2ccco2)s1	5.7%	13
CCOC(=O)C1=C(OCc2ccc(Cl)cc2)C2C=C(C)C=CC2N=C1 (stereo unspecified)	-5.5%	x
COc1ccc(CNC(=O)Nc2cc(C)ccc2C)cc1	1.5%	x
COc1ccc(S(=O)(=O)Nc2ccc(S(=O)(=O)N3CCOCC3)cc2)cc1C	2.3%	x
COc1ccc(C(=O)N=c2nc3ccccn3s2)cc1	3.4%	12
COc1ccc(CCNC(=O)CC2SC(=Nc3cc(C)cc(C)c3)NC2=O)cc1OC (stereo unspecified)	-4.5%	-6
Cc1ccc(C(=O)N2CCCCC2C(=O)O)o1 (stereo unspecified)	1.4%	x
COc1ccccc1N=c1oc2cc(O)ccc2cc1C(N)=O	4.4%	x

# Three structures from above, arranged by count of non-hydrogen atoms, lowest first:
SMILES	M. tuberculosis GlmU	Mtb RmlCD inh
CCCCCC(=O)N/N=C(\C)c1ccccn1	-2.1%	14
COc1ccc(CNC(=O)Nc2cc(C)ccc2C)cc1	1.5%	x
O=c1oc2ccccc2cc1-c1nnc(NCc2ccco2)s1	5.7%	13

# Continued:
SMILES	M. tuberculosis GlmU	Mtb RmlCD inh
O=C(Nc1ccc2snnc2c1)N1CCSCC1	-7.1%	x
Cc1ccc(NC2=C(NC(=O)c3ccccc3)C(=O)c3ccccc3C2=O)cc1Cl	3.2%	-2
O=C(O)C1=C(C(=O)Nc2cccc(C(F)(F)F)c2)CCCC1	-10%	9
CCOC(=O)c1c(C)[nH]c2c1-c1ccccc1C(=O)C2=O	4.5%	8
O=C(NNc1ccc([N+](=O)[O-])cc1)c1ccccc1F	-4.2%	7
CN(C)CC/C=C1\c2ccccc2Sc2ccc(Cl)cc21	-12%	x
COc1cccc(NC(=O)C2CC(=O)n3cnnc3S2)c1 (stereo unspecified)	-2.5%	9
O=C1CCCC2=C1C(c1ccsc1)CC(=O)N2c1nnc(SCc2ccccc2)s1 (stereo unspecified)	-0.4%	x
CC(C)CNS(=O)(=O)c1ccc(CCC(=O)Nc2cc(Cl)ccc2Oc2ccccc2)cc1	-3.6%	-1
COCCN(C(=S)Nc1cccc(C)c1)C(C)c1cccs1 (stereo unspecified)	-0.2%	4
CCCCn1c(N)c(N(CCOC)C(=O)CCc2ccc(OC)cc2)c(=O)[nH]c1=O	-1.6%	-7
CCN(CC)S(=O)(=O)c1ccc(NC(=O)c2cc(-c3ccccc3)nc3ccccc23)cc1	0.3%	7
CC(C)C(NS(=O)(=O)c1cccs1)C(=O)N(C)Cc1ccccc1 (stereo unspecified)	-5.8%	-1
Cn1c2c(c(=O)n(C)c1=O)C(NC(=O)c1ccco1)(C(F)(F)F)C(=O)N2 (stereo unspecified)	0.8%	x
CNC(=S)Nc1cccc([N+](=O)[O-])c1	1.2%	11
O=C(Nc1ccccc1)Nc1ccc(C(=O)N2CCCC2)cc1	0.4%	x
CCN(CC)CCCNC(=O)Cn1nc([N+](=O)[O-])c(Cl)c1C	-4.0%	-11
CN(CC(=O)Nc1ccccc1Cl)C(=O)CSc1nnc(-c2ccco2)o1	4.7%	8
CSCCC(NS(=O)(=O)c1ccc2c(c1)oc(=O)n2C)C(=O)NCc1ccc(C)cc1 (stereo unspecified)	4.8%	-4
COC(OC)c1ccnc(SCc2ccccc2Cl)n1	1.2%	-6
CCOC(=O)c1c(NC(NC(=O)CF)C(Cl)(Cl)Cl)sc2c1CCCC2 (stereo unspecified)	0.2%	-6
Cc1ccc(NC(=O)c2ccc(F)cc2F)cc1NS(C)(=O)=O	2.4%	11
Cc1cccc(C(=O)N2CCc3cc(-c4nc(NC(=O)Cn5nnc6ccccc6c5=O)sc4C)ccc32)c1	2.1%	5
O=c1c2[nH]c3ccccc3c2nc2n1CCCS2	0.2%	x

# Further compounds follow.
smiles | M. tuberculosis GlmU | Mtb RmlCD inh
O=C(Nc1cccc(S(=O)(=O)NC2=NCCCCC2)c1)C1COc2ccccc2O1 (stereo unspecified) | 5.2% | 1
COC(=O)Nc1nc2c(s1)CCCC2 | -2.7% | -4
CCO[C@H]1OC(C(N)=O)=C[C@@H](C2CCCCC2)[C@@H]1CCCO | 1.6% | x
CCOC(=O)c1ccc(Oc2nc(SC)nc(N(C)C)n2)cc1 | 6.6% | x
COc1ccccc1C(=O)N1c2ccccc2Sc2ccccc21 | 2.3% | -8
O=C(O)c1cc(S(=O)(=O)N2CCCCCC2)ccc1Cl | 6.4% | 6
CCOC(=O)C1=C(N)N(c2ccc(C)cc2)C2=C(C(=O)CCC2)C1c1cccs1 (stereo unspecified) | -1.7% | -6
CC(=O)Nc1ccc(S(=O)(=O)N2c3ccccc3C(C)=CC2(C)C)cc1 | 0.9% | x
COc1cccc2cc(NC(=O)C3CCCCC3)c(=O)oc12 | 3.7% | x
COC(=O)c1ccc(Oc2c(C)oc3c(CN4CCN(C)CC4)c(O)ccc3c2=O)cc1 | 0.0% | 8
COc1ccc(NC(=O)c2cc(-c3ccccc3)nc3c2c(C)nn3-c2ccccc2)c(OC)c1 | -0.7% | 5
CC1CCCCC1NC(=O)CN1CCN(Cc2ccccc2Cl)C1=O (stereo unspecified) | 2.1% | x
Cn1c(CCNC(=O)c2ccco2)nc2cc(NC(=O)c3ccco3)ccc21 | 6.5% | 0
CCOc1ccccc1NC(=O)CN(c1ccc(C)cc1)S(=O)(=O)c1c(C)noc1C | 4.0% | -5
N#C/C(=C\c1ccc(O)c(Br)c1)C(=O)NCc1ccccc1 | -0.8% | -36
O=C1c2ccccc2-c2cccc(NS(=O)(=O)c3ccc(C(F)(F)F)cc3)c21 | 0.0% | x
c1ccc2c(c1)ncn2Cc1nnc2sc(-c3ccncc3)nn12 | 2.3% | -10
Cc1ccc(NC(=O)c2c(Cl)n(C)c3ccccc23)cc1 | x | 15
Cc1cc(C)nc(NC(=O)Nc2ccc3c(c2)OCO3)c1 | 1.5% | -7
COc1cc(C2SCC(=O)N2CCCN(C)C)cc(OC)c1OC (stereo unspecified) | -1.3% | x
Cc1noc(C)c1COc1ccc(C(=O)OCC(=O)Nc2cccc(S(=O)(=O)N3CCOCC3)c2)cc1 | 3.3% | -11
O=C(Nc1ccc(N2CCCC(O)C2)cc1)c1snc2c(=O)[nH]cnc12 (stereo unspecified) | 2.9% | x
CS(=O)(=O)c1nc(-c2ccccc2)c(-c2ccccc2)[nH]1 | 2.8% | 0
Cc1nn(-c2ccccc2)c(Cl)c1/C=C1\SC(=S)N(C)C1=O | -1.6% | x
O=C(Cc1n[nH]c(=O)[nH]c1=O)N/N=C/c1cccc(O)c1 | -1.8% | 7
COc1cc(CN(C2CCCCC2)S(=O)(=O)c2ccc(S(=O)(=O)N(C)C3CCCCC3)cc2)cc(OC)c1OC | 3.3% | 5
O=C(Nc1ccc(O)c(-c2nc3ccccc3s2)c1)C1=COCCO1 | 0.2% | -15
Cc1ccc(Cn2c(CN3CC(C)OC(C)C3)nc3c2c(=O)[nH]c(=O)n3C)cc1 (stereo unspecified) | 5.4% | 9
CC(=O)N1CCCN(Cc2cn(-c3cc(C)ccc3C)nc2-c2ccccc2)CC1 | 1.4% | -7
O=C(CCS(=O)(=O)c1ccc(Br)cc1)Nc1ccccn1 | 1.7% | 12
C=CCCC(=O)Nc1ccc(COC(=O)N2CCOCC2)cc1 | 0.0% | 9
c1ccc2c(CSc3nnc(-c4ccncc4)o3)cccc2c1 | 1.1% | x
COCC(=O)Nc1cc(Cl)ccc1C(F)(F)F | 4.4% | x
O=C1OC(Nc2ccccn2)c2ccccc21 (stereo unspecified) | 0.1% | 12
CCOc1ccc(NC(=O)CSC2=NCCN2)cc1 | -23% | 3
Cc1ccccc1-n1cc(CNC(=O)CC2C(=O)NCCN2C/C=C/c2ccccc2)cn1 (stereo unspecified) | 0.1% | x
COc1cc(/C=C2\SC(=S)N(Nc3ncc(C(F)(F)F)cc3Cl)C2=O)ccc1O | -11% | -5
CC(C)N(C(=O)COC(=O)c1ccccc1C(=O)c1ccc(Cl)c([N+](=O)[O-])c1)C(C)C | -1.4% | -12
C/C(CCc1ccccc1)=N\NC(=O)c1ccccc1[N+](=O)[O-] | 5.2% | 3
CCNc1nc(NCC)n2c(SC(C)C(=O)c3ccc(C)cc3)nnc2n1 (stereo unspecified) | -2.5% | 14
O=C(Cn1cnc([N+](=O)[O-])n1)N/N=C/c1ccccc1O | -5.0% | 47
O=C1c2ccccc2C(O)N1c1cccnc1 (stereo unspecified) | 5.2% | -6
CC1(C)CC(=O)C2=C(C1)OC(N)=C(C#N)C2C1CC=CCC1 (stereo unspecified) | 8.7% | -8
CCOC(=O)CSc1nnc(CSc2nc(C)cc(C)n2)n1Cc1ccco1 | 0.7% | -7
COc1cc(/C=C(\C#N)C(=O)Nc2ccc3ccccc3c2)c([N+](=O)[O-])cc1OC | -3.8% | -7
O=[N+]([O-])c1ccc(O)c(/C=N\N=C2c3ccccc3-c3ccccc32)c1 | 7.1% | 11
COc1cccc(C(=O)Nn2c(C)nnc2-n2nc(C)cc2C)c1 | 2.0% | x
CCN(CC)c1ccc(/C=N/NC(=O)c2cccc(N3CCCC3=O)c2)cc1 | 0.5% | x
CCOC(=O)N1CCN(Cc2nc3c(c(=O)[nH]c(=O)n3C)n2Cc2cc(C)ccc2C)CC1 | -2.2% | 13
O=C(Nc1nc2c(s1)CN(Cc1ccccc1)CC2)c1c(F)cccc1F | 1.3% | 1
C(#CCN1CCCCC1)COCc1ccccc1 | 1.5% | -8
COCCN(C(=O)C(C)C)c1nnc(-c2ccc(C(C)(C)C)cc2)s1 | 4.3% | 6
COc1ccc(CC(=O)Nc2cc(Cl)ccc2O)cc1 | 2.9% | x

# Structures above containing bromine:
smiles | M. tuberculosis GlmU | Mtb RmlCD inh
O=C(N=Nc1ccc(NOC(=O)c2ccccc2Br)cc1)c1ccccc1O | 7.4% | 1
O=C1CC(c2ccccc2)=Nc2ccc(Br)cc2N1 | -1.3% | 1
N#C/C(=C\c1ccc(O)c(Br)c1)C(=O)NCc1ccccc1 | -0.8% | -36
O=C(CCS(=O)(=O)c1ccc(Br)cc1)Nc1ccccn1 | 1.7% | 12
